High-throughput results deposited in PubChem by National Center for Advancing Translational Sciences (NCATS).
Pol beta inh = blocks human DNA polymerase beta activity; P06746; Pol beta primer extension/strand displacement, fluorescence kinetic; Potency, µM (highest dose often 114 µM), without a hit: top-dose activity change, negative = inhibition, usual class: inhibitors; 1.3% of 340,000 active; AID 485314; also: % is scaled to controls: 0 for no effect and ±100 for the full control effect
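Kinetic readout of DNA synthesis with strand displacement by Pol beta. Compound and 10 nM enzyme sit 15 min at room temperature; 50 nM substrate starts the reaction, read immediately and at 10 min.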
BAZ2B inh = inhibitors of human BAZ2B bromodomain; Potency, µM (series often up to 114 µM), for inactives: at the top dose activity change, negative = inhibition, usual class: inhibitors; Q9UIF8; AlphaScreen BAZ2B-H3K14Ac peptide displacement; 4.4% of 360,000 active; also: % is scaled to controls: 0 for no effect and ±100 for the full control effect; nearly all actives have a fitted effect of over 60% in size
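In this displacement format the biotinylated H3(5-23) peptide acetylated at Lys14 serves as ligand at 50 nM, with BAZ2B at 50 nM in PBS pH 7.4 containing 0.01% Tween-20. Donor and acceptor beads are 10 ug/mL final.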
Pol kappa inh = inhibitors of human DNA polymerase kappa; Q9UBT6; Potency, µM (highest dose often 107 µM), without a hit: at the highest dose activity, negative = inhibition, actives largely listed as inhibitors; 0.53% of 400,000 active; purified Pol kappa, fluorescent DNA synthesis assay, 10 min; also: % is scaled to controls: 0 for no effect and ±100 for the full control effect
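50 nM final substrate added after 15 min RT preincubation of 10 nM Pol kappa with compound; fluorescence read at 0 and 10 min.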
APEX1 inh = blocks human APE1 abasic DNA cleavage; recombinant APE1, TAMRA/BHQ-2 abasic DNA cleavage fluorescence; Potency, µM (series often up to 65.8 µM), for inactives: at the top dose activity change, negative = inhibition, most hits filed as inhibitors; 0.35% of 350,000 active; P27695;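 also: plate controls were vehicle for no effect and reference inhibitor for full effect; nearly all actives have a fitted effect of over 55% in size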
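Activity was derived from the fluorescence gain between first and third kinetic reads (60 s intervals, ex 525/em 598 nm) after 50 nM THF-abasic TAMRA/BHQ-2 duplex was added to 0.75 nM APE1 preincubated 15 min with compound.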
JMJD2A Tudor inh = JMJD2A Tudor domain (human) inhibition | AlphaScreen JMJD2A-Tudor / H3K4me3 peptide binding | Potency, µM (highest dose often 114 µM), inactives show top-dose activity change, negative = inhibition, hits mostly inhibitors | 4.4% of 390,000 active | AID 504339; also: % is scaled to controls: 0 for no effect and ±100 for the full control effect; nearly all actives have a fitted effect of over 50% in size
Target sequence (O75164 whole entry, looked up, the tested form may be a part): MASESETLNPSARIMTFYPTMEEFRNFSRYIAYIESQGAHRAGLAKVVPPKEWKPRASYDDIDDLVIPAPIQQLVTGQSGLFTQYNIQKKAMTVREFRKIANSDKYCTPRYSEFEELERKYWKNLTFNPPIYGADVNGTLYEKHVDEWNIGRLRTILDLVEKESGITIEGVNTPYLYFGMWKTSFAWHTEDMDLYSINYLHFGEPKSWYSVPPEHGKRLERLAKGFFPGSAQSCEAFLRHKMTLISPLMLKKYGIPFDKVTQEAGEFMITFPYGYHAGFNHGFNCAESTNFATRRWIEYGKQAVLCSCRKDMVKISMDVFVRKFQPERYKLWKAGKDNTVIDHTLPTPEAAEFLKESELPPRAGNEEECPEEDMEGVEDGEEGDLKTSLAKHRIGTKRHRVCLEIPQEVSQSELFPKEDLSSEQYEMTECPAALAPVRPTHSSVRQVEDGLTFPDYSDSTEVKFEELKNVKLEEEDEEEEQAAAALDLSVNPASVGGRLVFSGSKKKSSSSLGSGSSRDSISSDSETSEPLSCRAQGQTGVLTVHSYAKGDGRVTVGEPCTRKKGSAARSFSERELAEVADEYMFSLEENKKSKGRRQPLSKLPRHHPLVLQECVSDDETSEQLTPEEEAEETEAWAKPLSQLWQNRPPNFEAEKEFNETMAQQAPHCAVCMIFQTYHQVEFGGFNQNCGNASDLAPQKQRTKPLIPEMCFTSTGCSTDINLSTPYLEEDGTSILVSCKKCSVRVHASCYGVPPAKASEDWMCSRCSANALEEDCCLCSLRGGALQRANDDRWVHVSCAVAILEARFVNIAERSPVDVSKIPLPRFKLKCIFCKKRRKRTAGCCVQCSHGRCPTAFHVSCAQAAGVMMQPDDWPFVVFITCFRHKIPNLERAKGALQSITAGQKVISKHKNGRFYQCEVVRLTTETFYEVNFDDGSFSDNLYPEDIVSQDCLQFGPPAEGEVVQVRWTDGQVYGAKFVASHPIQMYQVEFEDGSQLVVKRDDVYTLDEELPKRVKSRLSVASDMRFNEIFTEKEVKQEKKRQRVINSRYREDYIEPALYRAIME
POLI inh = inhibitors of human DNA polymerase iota; Pol iota fluorescent replication assay, 10 min; 1% of 390,000 active; Potency, µM (series often up to 115 µM), without a hit: at the top dose activity, negative = inhibition, usual class: inhibitors; AID 588590; Q9UNA4
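Fluorescent replication assay read twice, at 0 min and 10 min after adding 50 nM (final) substrate. Enzyme (10 nM) and compounds were first incubated 15 min at room temperature; enzyme-free buffer wells were negative controls.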
G9a block = G9a (human) methyltransferase inhibition. Q96KQ7. G9a H3K9 monomethylation, AlphaScreen, 2 h. Potency, µM (series often up to 102 µM), without a hit: top-dose activity, negative = inhibition, most hits filed as inhibitors. 8.8% of 350,000 active. AID 504332; also: % is scaled to controls: 0 for no effect and ±100 for the full control effect; nearly all actives have a fitted effect of over 75% in size
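Chemiluminescent proximity detection of H3K9 monomethylation, read after 10 min bead incubation in the dark. Reaction: 20 nM G9a, 500 nM biotin-H3K9 peptide, 20 uM SAM cofactor, 2 h, room temperature, following 15 min enzyme-compound preincubation.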
Pol eta inh = inhibitors of human DNA polymerase eta. Q9Y253. recombinant Pol eta, fluorescent DNA replication assay. Potency, µM (doses to about 114 µM), without a hit: at the highest dose activity change, negative = inhibition, actives largely listed as inhibitors. 1.2% of 390,000 active; also: % is scaled to controls: 0 for no effect and ±100 for the full control effect
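Pol eta at 10 nM preincubated with compounds 15 min at room temperature; reaction started with fluorescent substrate (50 nM final) and read kinetically at 0 and 10 min.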
BLM helicase inh = Bloom syndrome helicase (human) inhibition. recombinant BLM DNA unwinding, fluorescence dequenching. Potency, µM (highest dose often 56.1 µM), for the others: at the highest dose activity change, negative = inhibition, actives largely listed as inhibitors. 0.2% of 350,000 active. AID 2528;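 also: plate controls were vehicle for no effect and no enzyme for full effect; nearly all actives have a fitted effect of over 35% in size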
The depositor's hits bear a star; ? = inconclusive; . = no result given; [ ] = remark or other dose. Calls follow the shape of the dose curve; as a rule, active = well fitted curve in the direction sought with a large enough effect; inconclusive = small, poorly fitted or top-dose-only effect, or another doubt; inactive = no such curve, though single readings can be large; an effect the other way counts as inactive or inconclusive. Potency is read from the fitted curve at half-maximal effect. Not all compounds are listed; the hit share may differ from the screen's.

Screens in order – Pol beta inh	BAZ2B inh	Pol kappa inh	APEX1 inh	JMJD2A Tudor inh	POLI inh	G9a block	Pol eta inh	BLM helicase inh
1) O=C(COc1ccc(Cl)cc1Cl)NN1C(=O)C2C3C=CC([C@@H]2C1=O)C31CC1 (stereo not given in full)
  14%	3%	-19%	-3%	-15%	24%	?	-4%	-3%
2) C=C1c2cccc(OC)c2O[C@H](C(=O)OCC)[C@@H]1CCC(C)C
  .	.	?	0%	.	.	32µM*	.	-3%[75.6 µM]
3) CC(NS(=O)(=O)c1ccc(Br)cc1)C(c1cccs1)N1CCN(C)CC1 (stereo not given)
  -11%	9%	11%	-1%	-3%	-13%	-16%[59 µM]	-10%	-13%
4) Cc1cccc(CCNC(=O)c2oc3c(C)c(C)ccc3c2C)n1
  6%	0%	7%	-7%	-8%	4%	10%	2%	1%
5) CCN1CCN(c2oc(-c3ccc(OC)cc3)nc2C#N)CC1
  .	.	-15%	.	-20%	13%	.	-6%	.
6) CCN(CC)C(=O)CSc1nc2ccccc2n1CC(=O)N1CCN(c2ccccc2OC)CC1
  11%	9%	-7%	-1%	-19%[11.4 µM]	7%	?	-5%	3%
7) N#C/C(=C\c1c(N2CCC(C(N)=O)CC2)nc2ccccn2c1=O)C(=O)NC1CCCCC1
  0%	-3%	8%	-4%	14%	28%	22%	-22%	-2%
8) COc1ccccc1Nc1nc2ccccc2n1C
  -1%	-6%	3%	-1%	-11%	-2%	25%[59 µM]	-3%	5%
9) O=C(COC(=O)c1c[nH]c(=O)[nH]c1=O)Nc1ccccc1F
  1%	10%	-4%	5%	?	67%[activator]	?	6%	-5%
10) Cn1nnnc1Sc1c(Cl)cccc1[N+](=O)[O-]
  27%	-2%	2%	-4%	6%	33%[activator]	0%	-12%	0%
11) O=C1CCCC(=NNC(=O)c2cc3ccccc3cc2O)C1
  .	.	-39%	10%	-21%	79µM*	.	-15%	.
12) O=C(CN1CCC(NC(=O)Nc2ccccc2)CC1)Nc1ccccc1F
  41%	-4%	0%	4%	-5%	28%	0%	-10%	-3%
13) C[C@@]12C(=O)Nc3ccc(F)cc3C(=O)N1[C@H]1c3ccccc3OC[C@@H]1[C@@H]2c1ccccc1
  .	.	-19%	9%	?	-7%	.	-15%	.
14) Cc1cc(NC(=O)CCSc2ccccc2)ccc1Br
  12%	30%	-13%	-3%	70%[activator]	17%	20%[59 µM]	-20%	-9%
15) Cc1c(Cl)cccc1Nc1nn2c(=O)c3ccc(C(=O)NCCC4=CCCCC4)cc3nc2s1
  32%	-8%	-2%	.	-16%	1%	-12%[59 µM]	-14%	-2%
16) COc1ccc(OC)c(-n2c(=S)[nH]c3cc(C(=O)N(C)Cc4ccccc4)ccc3c2=O)c1
  0%	.	5%	-9%	-16%	38%[activator]	-1%	-25%	-5%
17) Cc1ccc(N2CCN(C(=S)c3ccc(N(C)C)cc3)CC2)cc1
  ?	13µM*	-14%	-6%	32µM*	2%	5µM*	-5%	-5%
18) COc1ccc(C(=O)NCCNc2ccccc2[N+](=O)[O-])cc1
  -7%	?	3%	-5%	-13%	18%	-29%	-9%	2%
19) O=C(NCCN1CCOCC1)c1cnn2c1NC(c1cccs1)CC2C(F)(F)F (stereo not given)
  3%	.	-9%	-4%	-5%	14%	-31%	-11%	0%
20) O=C(NCCN1CCN(c2ccccc2F)CC1)C1CCCN(S(=O)(=O)c2cnc[nH]2)C1 (stereo not given)
  35%	10%	4%	-1%	-1%	0%	-6%	-4%	1%
21) COc1c(S(=O)(=O)NCCCn2ccnc2)ccc(Cl)c1Cl
  -24%	-37%	4%	36%	-19%	18%	12%	-17%	-2%
22) O=C(NCCCN1CCN(c2ccccc2)CC1)c1cc2c(s1)-c1ccccc1OC2
  -2%	-21%	-8%	.	?	-19%	-28%[59 µM]	-9%	3%
23) O=C(COc1ccc2c3c(c(=O)oc2c1)CCCC3)NC(Cc1ccc(Cl)cc1)C(=O)O (stereo not given)
  -20%	-24%	-8%	29%	-26%	-15%	-6%	-2%	2%
24) COc1ccc(NC(=O)c2cc(C)no2)cc1OC
  6%	3%	-24%	5%	6%	37%[activator]	-7%	-12%	1%
25) COc1ccc(Cn2c(SCC#N)nc3ccc(N4CCOCC4)cc3c2=O)cc1
  1%	-17%	-8%	-6%	-2%	108%[activator]	-9%[59 µM]	-24%	-13%
26) COc1ccc(-c2nn(-c3ccccc3)cc2C(=O)N(C)CC(=O)Nc2cccc(F)c2)cc1
  .	-9%	6%	19%	?	-4%	35%[12.7 µM]	-20%	.
27) Cc1ccc(N2CCN(S(=O)(=O)c3nnc(NC(=O)c4ccco4)s3)CC2)cc1
  ?	-8%	-16%	-6%	-24%	-13%	28µM*	79µM*	-9%
28) O=S1(=O)C2CC3C=CC2(CN1Cc1cccc(F)c1)O3 (stereo not given)
  .	.	4%	-1%	3%	5%	.	.	0%
29) CN(CCCNC(=O)c1cc2c(=O)n(C)c3ccccc3c2s1)Cc1ccccc1
  ?	.	1%	.	-13%	6%	-4%[59 µM]	14%	77%[activator]
30) COc1ccc(-c2cc(C(=O)N3CCN(c4ccccc4)CC3)c3ccccc3n2)cc1OC
  -1%	-36%	-17%	-9%	?	-4%	?	-18%	-10%
31) Cc1nonc1C(=O)N/N=C/c1ccc(O)cc1
  -11%	15%	1%	6%	6%	100%[activator]	16%[59 µM]	-15%	2%
32) CC(C)c1cccc(C(C)C)c1NC(=O)CN1C(=O)NC2(CCCCCCC2)C1=O
  .	2%	12%	-8%	-10%	39%[activator]	22%[12.7 µM]	-14%	.
33) COCCOC(=O)C1=C(C)NC(=O)NC1c1cccc(F)c1 (stereo not given)
  22%	1%	-18%	-9%	-18%	0%	.	-4%	-1%
34) COc1ccc(NC(=O)C2CCN(S(=O)(=O)c3cccc4nonc34)CC2)c(OC)c1
  23%	3%	-6%	10%	-15%	84%[activator]	2%	-8%	2%
35) COC(=O)C(C(=O)OC)C(C[N+](=O)[O-])c1ccc(O)c(OC)c1 (stereo not given)
  13%	-8%	-4%	3%	-10%	21%	?	-1%	0%
36) Cc1ccc(C(=O)O)cc1NC(=S)NC(=O)c1ccc([N+](=O)[O-])c(C)c1
  23%	?	-3%	1%	-6%	-9%	50µM*	-4%	-2%
37) CCOC(=O)Cc1[nH]nc2c1C(c1cc(OC)ccc1OC)C(C#N)=C(N)O2 (stereo not given)
  ?	?	-9%	?	?	?	11%	-12%	-6%
38) Cn1c(SCc2ccc(F)cc2Cl)nc2ccccc2c1=O
  .	47%[activator]	-12%	-3%	13%	26%	-29%[12.7 µM]	-1%	.
39) O=C(Nc1ccc(NC(=O)C2CC2)nc1)c1cccs1
  3%	-3%	8%	0%	8%	21%	-30%	-8%	-3%
40) CN=C(Nc1cc(C)nn1-c1ccccc1)c1ccccc1
  1%	4%	-7%	-2%	-5%	-12%	?	-6%	-5%
41) Fc1ccc(-n2ncc3c(N4CCCCCC4)ncnc32)cc1
  24%	0%	-12%[60.1 µM]	.	1%	-16%	12%[59 µM]	-6%	-3%
42) C=CCNc1cc(C)oc(=O)c1C(=O)CCC
  25%	-1%	3%	0%	-9%	-13%	9%	-8%	-7%
43) CCN(CC)C1=N/C(=C\c2ccc(OC)cc2)C(=O)N1c1ccccc1
  2%	18%	2%	-3%	34%	13%	-2%	-20%	2%
44) O=C(Cc1ccc(Cl)cc1)NNC(=O)Nc1cccc2ccccc12
  -13%	1%[57.1 µM]	-21%	2%	-13%	8%	26%	1%	-4%
45) O=C(COC(=O)c1cccnc1Cl)NC1CCCCCC1
  .	.	3%	14%	-1%	30%[activator]	.	-15%	.
46) Cc1ccccc1OCc1nnc(SCc2cc(=O)c3ccccc3[nH]2)n1C
  -11%	-1%	-8%[60.1 µM]	.	-16%	-18%	5%[59 µM]	-17%	1%
47) O=C(c1cnn(Cc2ccccc2)c1)N1CCN(S(=O)(=O)/C=C/c2ccccc2)CC1
  .	-1%	9%	-5%	-3%	-19%	-41%[12.7 µM]	-11%	.
48) CC(C)(C)C(=O)Nc1ccc(C(=O)NCc2cccnc2)cc1
  29%	8%	-3%	7%	-2%	9%	6%[59 µM]	?	2%
49) CCSc1nnc(NC(=O)COc2ccc(Cl)cc2)s1
  2%	-11%	3%	13%	-8%	6%	16%	-3%	-8%
50) COc1ccc(Cn2c(C(=O)O)c(CNCc3ccc(C)o3)c3ccc(C)cc32)cc1
  0%	-39%	-6%	.	?	15%	?	?	-2%
51) CCn1c(CNc2ccc(F)cc2)nnc1SCC#N
  5%	-5%	-2%	11%	-3%	59%[activator]	.	-5%	1%
52) COc1cc(NC(=O)CCc2c(C)nc3nc(C)nn3c2C)cc(OC)c1
  12%	-2%	-12%	8%	7%	21%	34%	10%	-1%
53) O=C(CSc1nc(-c2ccccc2Cl)ns1)NCc1ccco1
  15%	-12%	0%	-5%	-27%	-1%	?	-16%	-2%
54) Cc1cc(C)cc(OCC(=O)N/N=C\c2cn(C)nc2C)c1
  1%	-1%	4%	0%	3%	27%	4%[59 µM]	2%	0%
55) CCC(C(=O)N1CCN(c2ccc(OC)cc2)CC1)n1nc(C)n2c(cc3occc32)c1=O (stereo not given)
  0%	?	-10%	.	-27%	10%	-47%[59 µM]	-6%	-4%
56) CCOC(=O)C1CCCN(c2c(Nc3ccc(OCC)cc3)c(=O)c2=O)C1 (stereo not given)
  10%	13%	-6%	-2%	-19%	0%	2%	-20%	0%

Structures from the list above containing a COOH group (3):
Screens in order – Pol beta inh	BAZ2B inh	Pol kappa inh	APEX1 inh	JMJD2A Tudor inh	POLI inh	G9a block	Pol eta inh	BLM helicase inh
23) O=C(COc1ccc2c3c(c(=O)oc2c1)CCCC3)NC(Cc1ccc(Cl)cc1)C(=O)O (stereo not given)
  -20%	-24%	-8%	29%	-26%	-15%	-6%	-2%	2%
36) Cc1ccc(C(=O)O)cc1NC(=S)NC(=O)c1ccc([N+](=O)[O-])c(C)c1
  23%	?	-3%	1%	-6%	-9%	50µM*	-4%	-2%
50) COc1ccc(Cn2c(C(=O)O)c(CNCc3ccc(C)o3)c3ccc(C)cc32)cc1
  0%	-39%	-6%	.	?	15%	?	?	-2%
